SIAH1 antagonists – Siah-1 peptide-binding antagonists, primary screen, biochemical, fluorescence polarization, rhodamine-plectin, uHTS (AID 1817); displacement, % at 20 µM, or IC50 in µM where a hit was titrated; Siah-1 / rhodamine-plectin peptide fluorescence polarization; higher % means a stronger effect; 0.02% of 290,000 active;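 active means displacement of at least 50% at 20 µM, with a fluorescence ratio check between 0.3 and a set limit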;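 further: plate controls were Siah plus tracer with DMSO for no effect and tracer alone without Siah for full effect; strong numbers were not always called active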
HEK293 NOD2/NF-kB – inhibition of NOD2-driven NF-kB reporter – cell-based, luminescence, uHTS, HEK293 (AID 1566) | HEK293 NOD2/NF-kB luciferase reporter, luminescence; higher % means a stronger effect | 0.63% of 290,000 active | one-dose inhibition, % at 4 µM; EC50 in µM for titrated hits; further: many of its hits are not listed in these tables
HIV peptide binding – inhibitors of HIV fusion peptide binding, primary screen, biochemical, uHTS, fluorescence dequenching (AID 1986). cell-free peptide binding, fluorescence dequenching, 30 min; higher % means a stronger effect. inhibition, % at 20 µM, or IC50 in µM where a hit was titrated. 0.3% of 290,000 active; in the data active means inhibition mostly above about 52%, no sharp cut-off; inactive means mostly below about 76%; further: some results filed as inactive read as strong as hits
KOR beta-arrestin-1 – KOR antagonists, beta-arrestin recruitment, cell-based, luminescence, uHTS (AID 1778) | 0.091% of 290,000 active | one-dose inhibition, % at 10 µM; IC50 in µM for titrated hits | KOR beta-arrestin recruitment, luminescence, antagonist mode; higher % means a stronger effect; further: strong numbers were not always called active
LYP inhibition – inhibitors of LYP phosphatase, biochemical, fluorescence intensity, uHTS (AID 1779). 0.054% of 290,000 active. inhibition, % at 11.5 µM, or IC50 in µM where a hit was titrated. recombinant LYP phosphatase, fluorescence intensity; higher % means a stronger effect;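 further: plate controls were vehicle with enzyme for no effect and no enzyme for full effect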
PhoP inhibition – inhibitors of PhoP regulon expression, primary screen, Salmonella Typhimurium, GFP reporter (AID 1863). S. Typhimurium PhoP-regulated promoter GFP reporter, 4 h; higher % means a stronger effect. one-dose inhibition, % at 50 µM; IC50 in µM for titrated hits. 0.16% of 300,000 active;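 active means inhibition over 29.93%, a cutoff 3 SD above the screen mean, later confirmed by dose response; inconclusive means inhibition over 29.93% but no dose response follow-up; inactive means inhibition at most 29.93% or unconfirmed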;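 further: 0% = low Mg2+ inducing control and 100% = high Mg2+ repressing control; strong numbers were not always called active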
Myeloid diff MLP – promotes myeloid progenitor differentiation; ER-HoxA9 myeloid progenitors, lysozyme-GFP differentiation, flow cytometry; calls only at 10 µM; 1% of 360,000 active;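 active means normalized GFP-positive differentiation at or above the plate's own cutoff, the solvent-only control mean plus 3 SD; inconclusive means no clear call, values can overlap the other calls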;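 further: cells exposed to compound for four days before flow analysis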
NOD1 NF-kB reporter – NOD1 signaling inhibitors, primary screen, cell-based, luminescence, uHTS (AID 1578) | NOD1-driven NF-kB luciferase reporter cells, luminescence; higher % means a stronger effect | 1% of 290,000 active | inhibition, % at 4 µM; hits with a dose series show EC50 in µM; in the data active means inhibition mostly above about 36%, no sharp cut-off; inactive means mostly below about 34%;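 further: HEK-293T reporter cells stimulated with the NOD1 agonist gamma-tri-DAP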
KOR beta-arrestin-2 – KOR agonists, beta-arrestin recruitment, primary screen, cell-based, luminescence, uHTS (AID 1777); 0.02% of 280,000 active; activation, % at 10 µM; hits with a dose series show EC50 in µM; KOR beta-arrestin recruitment, luminescence; higher % means a stronger effect; in the data active means activation above about 50%, passing the limit was not always enough; further: a part of the inactive calls stands beside numbers as strong as those of hits
Myeloid diff MLP GFP+ MAC1+ % – also measured in Myeloid diff MLP; calls as there; GFP+ MAC1+ double positive, %; measured here: differentiation confirmed by MAC1 staining
Numbers without * were called inactive; i = inactive; ? = inconclusive; / = no result given; + = active, no number; & = joins results of further samples; [ ] = dose if it differs, or a comment. Unless noted, no stated cut-off is given here; in the data, active means inhibition above about 50%; inactive means the rest.

SMILES	SIAH1 antagonists	HEK293 NOD2/NF-kB	HIV peptide binding	KOR beta-arrestin-1	LYP inhibition	PhoP inhibition	Myeloid diff MLP	Myeloid diff MLP GFP+ MAC1+ %	NOD1 NF-kB reporter	KOR beta-arrestin-2
Nc1cc(S(=O)(=O)N2CCCCC2)ccc1Oc1ccc(Cl)cc1	6%	26%	-1.4%	27%	2%	-11%	i	0.4	32%	-3.8%
Cc1cccc(N2CCN(C(=O)c3ccc4c(c3)OCCO4)CC2)c1C	4%	0%	-2.2%	-31%	2%	5%	+	1.9*	-46%	1.2%
Cc1oc(-c2ccc(Cl)cc2)nc1CN1CCCC(C(=O)NCCCN2CCOCC2)C1 (stereo not drawn)	2%	27%	2.3%	-3%	5%	-4%	i	2.4	10%	-1.6%
CCOC(=O)c1cnc2[nH]c3ccccc3n2c1=O	1%	-113%	0.8%	-43%[20 µM]	-12%	7%	i	0.4	-23%	/
CCc1cc2c(=O)c(-c3nc(C)cs3)coc2cc1O	4%	-100%	1.3%	-19%	-8%	0%	i	0.4	-14%	/
COc1cccc(N2CCN(S(=O)(=O)c3ccc4c(c3)NC(=O)C(C)C(=O)N4)CC2)c1 (stereo not drawn)	-4%	-8%	-3.0%	-2%	-6%	0%	i	0.9	33%	-7.1%
Fc1cccc(CSc2nnc3c(n2)[nH]c2ccccc23)c1	3%	-41%	-1.0%	-21%	-4%	-8%	i	0.7	-11%	4.9%
COc1ccc2c(N)c(C(=O)NN)[nH]c2c1	-3%	17%	-2.4%	10%	-4%	-3%	i	0.7	3%	1.8%
COC(=O)c1ccccc1NC(=O)COC(=O)c1ccccc1N=Nc1ccc(N(C)C)cc1	6%	-20%	-2.9%	-25%	7%	11%	i	1.0	-31%	-0.1%
Fc1ccc(-c2oncc2-c2nnnn2-c2ccccc2)cc1F	4%	-2%	-1.2%	-10%	-1%	-4%	i	0.7	-39%	-1.5%
N#C/C(=C\c1cccnc1)C(=O)Nc1ccccc1	-2%	6%	1.3%	14%	-8%	-19%	i	0.4	-30%	-2.8%
COc1ccc(NC(=O)c2ccc(Cn3cc(Cl)cn3)cc2)cc1	-3%	-24%	-0.4%	-228%[20 µM]	-7%	1%	i	1.0	-28%	/
Cc1[nH]oc(=O)c1N=Nc1c(Cl)cccc1Cl	-1%	-7%	1.4%	-37%	3%	-14%	i	0.5	-17%	1.9%
C/C(=N\Nc1nncc2ccccc12)c1cccc(OC(F)F)c1	10%	-161%	2.2%	-24%	-6%	-1%	i	0.2	-43%	-0.6%
CC(=O)NC(CC(=O)N(C)Cc1cccc(Cl)c1Cl)c1ccccc1 (stereo not drawn)	5%	-4%	-0.7%	-15%	-3%	-6%	i	0.7	-29%	0.4%
CSCCC(NC(=O)c1cccc([N+](=O)[O-])c1)C(=O)O (stereo not drawn)	6%	-8%	2.2%	0%	0%	1%	i	1.1	-25%	2.1%
CCC(=O)Nc1ccc2c(c1)nc1n2CCSC1	-4%	-6%	-0.2%	-1%	-3%	0%	i	1.5	-34%	-0.3%
COc1ccc(-c2ccc(SCC(=O)NC3CCCCC3)nn2)cc1	1%	-38%	0.8%	-50%	6%	-9%	i	2.8	-57%	2.4%
Cc1ccc(C(=O)NC(=S)Nc2ccc(Oc3ccc(Cl)cc3)cc2)cc1	1%	18%	1.0%	19%	4%	2%	/	/	30%	-1.0%
CCCn1c(SCC(=O)NC2CCCCC2)nnc1-c1ccco1	-1%	14%	0.7%	-38%	-11%	-4%	i	2.5	17%	-4.9%
Nc1ccn([C@H]2CC[C@@H](CO)O2)c(=O)n1	-1%&-4%	7%&27%	-0.9%&-0.8%	-31%&8%	-3%&-6%	-7%&-3%	i	0.7	-2%&-15%	1.0%&-0.6%
COC(=O)CC(NC(=O)c1ccc(C)cc1)c1ccccc1 (stereo not drawn)	0%	12%	-1.9%	-75%	-6%	-6%	i	1.5	10%	3.5%
O=C1NCCCCC1NS(=O)(=O)c1ccccc1 (stereo not drawn)	-3%	-1%	-1.1%	3%	-6%	9%	i	0.2	-1%	-8.2%
CC(=O)N1N=C(c2ccncc2)OC1(Cc1ccccc1)Cc1ccccc1	0%	10%	-0.9%	12%	-8%	-5%	i	0.2	7%	-0.8%
COc1ccc(NC(=O)CSc2nc3ccccc3nc2N2CCCCC2)cc1	2%	14%	0.3%	-38%[20 µM]	-3%	/	i	1.4	-7%	-3.4%
O=C(OCC(=O)N1CCCCC1)c1cc(NS(=O)(=O)c2ccc(Cl)c([N+](=O)[O-])c2)ccc1O	-3%	15%	0.1%	-21%	2%	-6%	i	0.4	9%	0.6%
O=C(/C=C1\SC(=O)N(CC(=O)Nc2ccc(F)cc2)C1=O)Nc1ccc(Cl)cc1	6%	-28%	7.5%	4%	-3%	-7%	i	0.3	-38%	-5.6%
Cc1cccn2cc(CCNS(=O)(=O)c3cccc([N+](=O)[O-])c3)nc12	-2%	10%	0.9%	-7%	-5%	-10%	i	0.2	-11%	4.6%
COc1ccccc1CNc1ccc(CNc2ncn[nH]2)cc1	13%	0%	-0.3%	25%	-8%	-1%	i	0.4	-31%	-5.1%
COc1ccccc1NC(=O)N[C@@H](Cc1c[nH]c2ccccc12)C(=O)NN	11%	-6%	0.0%	-26%	-4%	1%	i	0.3	-12%	-2.7%
CC(=O)Nc1ccc(S(=O)(=O)Oc2ccc(Br)cc2C(=S)N2CCOCC2)cc1	9%	13%	-1.1%	2%	-8%	8%	i	1.3	1%	-1.0%
O=C(COC(=O)CNC(=O)c1ccccc1)Nc1cccc(Br)c1	3%	8%	-1.7%	-15%	-2%	-2%	i	1.4	-8%	-3.8%
O=C(COc1ccccc1F)N1CCN(S(=O)(=O)/C=C/c2ccccc2)CC1	-1%	2%	-2.1%	-2%	3%	8%	i	1.2	-31%	9.0%
O=c1/c(=C/c2cccc3ccccc23)sc2ncnn12	-3%	-15%	-1.6%	29%	-7%	-8%	i	1.7	48%	-0.3%
COc1ccc(Nc2ncc(C#N)c(N)n2)c(OC)c1	6%	-18%	0.6%	-6%	-1%	-2%	i	0.4	-8%	-0.2%
Cc1ccc(NS(=O)(=O)c2cccc3nsnc23)cc1[N+](=O)[O-]	-9%	15%	-2.6%	4%	3%	2%	i	0.4	12%	-3.1%
CCC(C)(C(=O)Nc1ccc2c(c1)OCCO2)N(C(C)=O)c1ccc(C(N)=O)cc1 (stereo not drawn)	0%	13%	0.9%	-1%	-12%	-1%	i	3.1	4%	15%
CCC1=NN2C(=N)/C(=C/c3ccc(OS(=O)(=O)c4ccc(C)cc4)c(OC)c3)C(=O)N=C2S1	3%	-37%	47%	-66%	6%	-2%	i	1.0	-20%	-0.8%
COc1ccccc1N1CCN(C(=O)CCC(=O)Nc2nnc(CC(C)C)s2)CC1	-6%	2%	-2.4%	10%	-3%	0%	i	2.0	8%	-6.8%
CCOC(=O)C1CCN(C(=O)COC(=O)c2cccc(F)c2)CC1	3%	0%	1.0%	-14%	-2%	4%	i	0.1	-45%	0.1%
CCN(CC)CC(O)COc1ccc2c(c1)OCO2 (stereo not drawn)	-1%	-3%	2.5%	-1%	-6%	5%	i	1.8	-18%	-5.3%
COc1ccc(CN(C)CC(=O)NC2CCCc3ccccc32)cc1OC (stereo not drawn)	4%	4%	0.5%	7%	-10%	-3%	i	0.2	0%	-5.8%
CC(=O)Nc1ccc(S(=O)(=O)N2CCN(CC(=O)NC3CCCC3)CC2)cc1	0%	-9%	-0.6%	2%	-8%	-1%	i	1.4	12%	-0.5%
CC1(C)CC(=O)C=C(Nc2ccc(C(=O)O)c(O)c2)C1	6%	9%	-1.4%	6%	-2%	/	i	0.1	-6%	-8.8%
COC(=O)c1ccc(CSc2nc3ccc(S(=O)(=O)N4CCOCC4)cc3[nH]2)cc1	1%	9%	-1.5%	-8%	-2%	2%	i	0.8	-19%	6.0%
COc1cc(C(=O)NCc2nnc(SCC(=O)NC3CCCC3)o2)cc(OC)c1OC	2%	18%	-0.4%	-22%	-8%	2%	i	0.3	-3%	1.2%
Cc1cc(C(=O)CSc2nnnn2-c2ccccc2)c(C)n1-c1ccc2c(c1)OCO2	12%	34%	47%	16%	1%	1%	i	1.0	37%	-0.4%
CN(C(=S)Nc1ccc(Oc2ccccc2)cc1)C1CCCCC1	9%	-26%	4.1%	-15%	-3%	?	i	0.2	34%	4.8%
CCOc1nc(C)ccc1-c1noc(-c2ccccn2)n1	1%	2%	-1.7%	-12%	-2%	1%	i	0.7	-12%	3.6%
O=CN1CCc2scc[n+]2-c2ccccc21	-1%	11%	1.8%	37%	-5%	1%	i	0.4	-44%	4.5%
CCOC(=O)C1(Cc2ccc(OC)cc2)CCN(C(=O)CN2CCN(CC)CC2)CC1	3%	-7%	0.8%	-13%	-9%	4%	i	0.7	-30%	/
CCC(C)c1ccc(OCCN2CCCC2)cc1 (stereo not drawn)	4%	6%	-0.1%	-6%	-6%	-20%	i	0.3	-2%	5.4%
CNC[C@H](O)c1cccc(O)c1	7%	2%	-0.6%	-11%	-4%	4%	i	2.0	-20%	1.4%
CCOC(=O)Cn1c(=O)c2c(nc(Br)n2Cc2ccc(Cl)cc2)n(C)c1=O	-1%	10%	-1.5%	-29%	3%	/	/	/	26%	0.9%
O=C(COc1ccc(Cl)cc1)NCC(=O)N/N=C/c1cccs1	-8%	15%	-1.0%	-5%	-4%	-1%	i	1.0	18%	-1.6%
CCCCC(=O)N/N=C/c1sccc1C	4%	10%	1.8%	/	4%	3%	i	0.7	-18%	-1.2%
CCC(CC)C(=O)N1CC(=O)Nc2ccc(F)cc2C1c1ccccc1 (stereo not drawn)	2%	-3%	-2.7%	-13%	-8%	-5%	i	0.7	10%	2.0%
CC(C)CC(COCc1ccc(C(F)(F)F)cc1)N1CCN(C(=O)c2ccc(C(F)(F)F)cc2)CCC1=O (stereo not drawn)	3%	-8%	0.0%	1%	7%	1%	i	1.0	-30%	3.6%

A section from further up, for reference:
SMILES	SIAH1 antagonists	HEK293 NOD2/NF-kB	HIV peptide binding	KOR beta-arrestin-1	LYP inhibition	PhoP inhibition	Myeloid diff MLP	Myeloid diff MLP GFP+ MAC1+ %	NOD1 NF-kB reporter	KOR beta-arrestin-2
COC(=O)c1ccc(CSc2nc3ccc(S(=O)(=O)N4CCOCC4)cc3[nH]2)cc1	1%	9%	-1.5%	-8%	-2%	2%	i	0.8	-19%	6.0%
COc1cc(C(=O)NCc2nnc(SCC(=O)NC3CCCC3)o2)cc(OC)c1OC	2%	18%	-0.4%	-22%	-8%	2%	i	0.3	-3%	1.2%

Some values from the results shown.
LYP inhibition result of CNC[C@H](O)c1cccc(O)c1 stands at -4%
KOR beta-arrestin-2 result of CCN(CC)CC(O)COc1ccc2c(c1)OCO2 (stereo not drawn) stands at -5.3%

Source: PubChem

The list is partial (hit frequency here may not be typical).
